# PMI inhibitors: inhibitors of human PMI, primary screen, biochemical, fluorescence intensity, coupled assay (AID 1209); Mannose-6-phosphate isomerase (Homo sapiens); purified PMI enzyme, coupled fluorescence intensity; higher % means a stronger effect; inhibition, % at 20 µM; hits with a dose series show IC50 in µM; 190,000 tested, 0.42% active;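 further: plate controls were DMSO vehicle for no effect and wells lacking substrate for full effect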
# K1F lysis inhibition: inhibition of K1F phage lysis, E. coli UTI89, bacterial capsule biogenesis inhibitors, alamar blue (AID 488966); E. coli UTI89 K1F phage lysis, alamar blue, 2 h; higher % means a stronger effect; inhibition, % at 100 µM, or IC50 in µM where a hit was titrated; 340,000 tested, 0.02% active;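 active means phage lysis inhibition, versus mean bacterial control, above a set limit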;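 further: capsule biogenesis inhibitors block K1F phage lysis so surviving cells raise fluorescence; higher fluorescence means more inhibition of phage lysis; actives were called in the ten point dose series up to 300 µM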
# P. falciparum M17LAP: P. falciparum M17LAP inhibitors, primary screen, biochemical, fluorogenic H-Leu-NHMec substrate, 1536-well (AID 1619). recombinant M17LAP, H-Leu-NHMec fluorogenic kinetic assay; higher % means a stronger effect. inhibition, % at 30 µM, or IC50 in µM where a hit was titrated. 220,000 tested, 0.38% active;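 active means compound inhibiting the enzyme by more than half at any dose during confirmatory dose-response retesting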;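 further: plate controls were full reaction with DMSO carrier for no effect and no enzyme background for full effect; strong numbers were not always called active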
# TNAP activators: human TNAP enzyme activators, primary screen, biochemical, luminescent, no phosphate acceptor, uHTS (AID 1001). Alkaline phosphatase, tissue-nonspecific isozyme (Homo sapiens). purified TNAP, luminescent activation assay, no phosphate acceptor; higher activation fold means a stronger effect. one-dose activation fold at 20 µM; EC50 in µM for titrated hits. 200,000 tested, 0.03% active; in the data active means activation fold from about 3, or a potency from the dose series; inactive means the rest, 99 in 100 with activation fold below about 1.6; further: many of its hits are not listed in these tables
# SIAH1 antagonists: Siah-1 peptide-binding antagonists, primary screen, biochemical, fluorescence polarization, rhodamine-plectin, uHTS (AID 1817); E3 ubiquitin-protein ligase SIAH1 (Homo sapiens); Siah-1 / rhodamine-plectin peptide fluorescence polarization; higher % means a stronger effect; one-dose displacement, % at 20 µM; IC50 in µM for titrated hits; 290,000 tested, 0.02% active;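 active means displacement of at least 50% at 20 µM, with a fluorescence ratio check between 0.3 and a set limit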;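 further: plate controls were Siah plus tracer with DMSO for no effect and tracer alone without Siah for full effect; strong numbers were not always called active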
# Hep lipid drop: inhibitors of hepatocyte lipid droplet formation, primary screen, imaging, high-throughput imaging, BODIPY stain | AML12 mouse hepatocytes, oleate lipid droplets | inhibition, % at 6.5 µM | 240,000 tested, 0.4% active;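 active means lipid droplet intensity inhibited by at least 50%, with more than 500 cells counted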
#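 System: AML12 hepatocytes (mouse). Probe or stimulus: oleic acid at 100 µM to induce lipid droplet formation. Times: overnight treatment with compound plus oleate. Detection: Image-based BODIPY and DAPI two-channel analysis. Evaluation: percent inhibition of filter-corrected integrated lipid droplet intensity per well.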
# human PMI inhibitors: human PMI inhibitors, high substrate, primary screen, biochemical, fluorescence intensity, high mannose 6-phosphate (AID 1220). recombinant PMI enzyme, coupled fluorescence intensity; higher % means a stronger effect. 190,000 tested, 0.66% active. inhibition, % at 20 µM; hits with a dose series show IC50 in µM. Mannose-6-phosphate isomerase (Homo sapiens)
# XIAP displacement: XIAP antagonists, biochemical, IAP family, fluorescence polarization (AID 1018). E3 ubiquitin-protein ligase XIAP (Homo sapiens). XIAP BIR domain, fluorescence polarization peptide displacement; higher % means a stronger effect. displacement, % at 20 µM, or IC50 in µM where a hit was titrated. 200,000 tested, 0.007% active; in the data active means displacement above about 50%; further: a part of the inactive calls stands beside numbers as strong as those of hits
# P. falciparum M1AAP: P. falciparum M1AAP inhibitors, biochemical, fluorogenic H-Leu-NHMec substrate, 1536-well (AID 1445) | recombinant M1AAP, H-Leu-NHMec fluorogenic kinetic assay; higher % means a stronger effect | 220,000 tested, 0.42% active | Aminopeptidase N (Plasmodium falciparum (isolate 3D7)) | one-dose inhibition, % at 30 µM; IC50 in µM for titrated hits;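 active means primary inhibition above the hit cutoff, then over 50% inhibition at one or more dose response concentrations, cut at about 23% in these data, passing the limit was not always enough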;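 further: plate controls were DMSO full reaction for no effect and no enzyme background for full effect; strong numbers were not always called active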
# Hep lipid drop cells 6.5 µM: further read-out of Hep lipid drop, marked with its call; cell count; measured here: cell count, cytotoxicity flag;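 cells counted across two imaged fields per well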
# * = called active by the depositor; x = not tested or not shown; [ ] = remark or other dose. Unless noted, no stated cut-off is given here; in the data, active means inhibition above about 50%; inactive means the rest. The order is random. About 1.9% of those tested had a hit in this group.
SMILES,PMI inhibitors,K1F lysis inhibition,P. falciparum M17LAP,TNAP activators,SIAH1 antagonists,Hep lipid drop,Hep lipid drop cells 6.5 µM,human PMI inhibitors,XIAP displacement,P. falciparum M1AAP
COc1ccccc1NC(=O)C(=O)NNS(=O)(=O)c1ccc2ccccc2c1,x,0.8%,0%,x,5%,29,739,x,x,0%
Cc1cccc2c1CC(C)(C)NC2=C(C#N)C#N,1%,0.1%,5%,1,-4%,6,559,-5%,-4.6%,8%
O=C(c1c(F)c(F)c(F)c(F)c1F)N(Cc1ccccc1)Cc1ccccc1,1%,-1.4%,4%,1,4%,16,780,5%,-2.2%,1%
CCCCCN(C(=O)CCCSc1nncs1)c1c(N)n(CCCC)c(=O)[nH]c1=O,-3%,0.8%,-2%,1.1,-5%,3,675,-3%,-5.1%,4%
CCC(C)(C)NC(=O)C(c1cccc(OC)c1OC)N(CCC(C)C)C(=O)CCC(=O)Nc1cc(C)on1 (stereo not given),0%,0.1%,-6%,1,-3%,13,748,-1%,0.1%,1%
COc1ccc(C(NC(=O)c2ccc(=O)[nH]c2)C(=O)Nc2ccc(C(C)C)cc2)cc1 (stereo not given),12%,1.7%,-5%,1,-3%,-2,705,8%,-20%,2%
NC(=O)C1CCN(C2=C(Cl)C(=O)c3ccccc3C2=O)CC1,-15%,0.2%,-3%,0.9,-4%,x,x,-9%,2.4%,6%
COc1ccc(-c2cc(=O)oc3cc(OC(=O)C4CCCCC4)ccc23)cc1,18%,0.2%,0%,1.1,6%,-2,654,8%,-1.4%,-3%
O=C(NNc1nc2ccccc2s1)Nc1ccc(F)cc1,x,-1.5%[50 µM],-3%,x,-4%,3,595,x,x,0%
COc1ccc2ccccc2c1CN1CCCC(CO)C1 (stereo not given),-8%,2.5%,4%,1,-7%,-2,745,-4%,-5.8%,2%
COCCNC(=O)c1cccc(Nc2nc(-c3ccccc3)c3cc(Cl)ccc3n2)c1,17%,-0.5%,7%,1,3%,-6,604,12%,-4.8%,-3%
Fc1c(F)c(C(F)(F)F)c(F)c(F)c1N/N=C\c1cccs1,14%,0.7%[50 µM],1%,1.1,0%,-1,788,10%,-2.5%,15%
COc1ccccc1N1CC(C(=O)Nc2nnc(SCc3ccccn3)s2)CC1=O (stereo not given),-3%,0.0%,17%,0.9,-6%,16,619,-5%,0.6%,7%
Cc1csc2c(N3CCN(S(=O)(=O)c4ccc(Cl)cc4)CC3)ncnc12,x,-0.5%,-2%,x,9%,6,689,x,x,5%
COC(=O)/C(=C\c1cc(OC)c(OC)c(OC)c1)c1nc2ccccc2[nH]1,-2%,-0.5%,-2%,1.2,-2%,-6,670,10%,5.4%,3%
CCCn1c(SCC(=O)N2CCN(C(=O)c3ccco3)CC2)nc2ccccc2c1=O,2%,x,20%,1.1,3%,-21,664,9%,-8.2%,5%
CCN(CC)CCOC(=O)c1cccc(Cl)c1,1%,1.0%,10%,1.1,0%,x,x,2%,-2.5%,-2%
O=C(COC(=O)c1ccc(Br)c(S(=O)(=O)N2CCOCC2)c1)NCC1CCCO1 (stereo not given),1%,2.1%,3%,1.1,8%,x,x,6%,-0.7%,3%
Cc1cc(NC(=O)CCN2C(=O)/C(=C\c3ccccc3)SC2=S)no1,x,0.2%,-7%,x,-1%,2,688,x,x,-1%
Brc1c(CSc2nncn2-c2ccccc2)nc2ncccn12,-7%,-0.3%,-60%,1.1,-5%,x,x,0%,-5.4%,10%
Cc1ccc(S(=O)(=O)N2CCCC2C(=O)NCCc2ccccc2)cc1 (stereo not given),8%,-1.7%,2%,1.1,7%,-4,678,4%,-0.8%,-5%
CCc1c(O)nc(SCC(=O)Nc2ccc(C)cc2)n(C2CCCCC2)c1=O,0%,0.1%,25%,1,-4%,12,752,-6%,-3.8%,0%
O=C(O)/C=C/c1ccc2c(-c3ccccc3)onc2c1,-4%,2.7%,1%,1.1,-1%,-18,373,-15%,-0.4%,-5%
COc1ccccc1C(C)NC(=O)CCOc1cccc(C)c1 (stereo not given),-12%,0.4%,13%,1,-2%,0,639,-12%,-7.4%,5%
COc1ccccc1NS(=O)(=O)c1cc(NC(=O)CNC(=O)c2ccccc2)ccc1C,8%,-2.1%,0%,1,-6%,-18,668,8%,-6.4%,2%

# Following part.
SMILES,PMI inhibitors,K1F lysis inhibition,P. falciparum M17LAP,TNAP activators,SIAH1 antagonists,Hep lipid drop,Hep lipid drop cells 6.5 µM,human PMI inhibitors,XIAP displacement,P. falciparum M1AAP
O=C(Nc1ccc([N+](=O)[O-])cn1)C1CCCCC1,-10%,3.1%,4%,1.1,2%,-7,653,-4%,-4.3%,4%
O=C(CSc1nc2ccccc2o1)NC(=O)NCc1ccccc1,13%,-0.1%,-1%,1.1,-4%,x,x,9%,-3.1%,5%
COc1ccc(Cl)cc1NC(=S)NCCSc1ccc(C)cc1,3%,-6.2%,5%,1.8,-2%,-21,711,-1%,-6.9%,8%
CN(CCNC(=O)c1ccc(/C=N/O)nc1)Cc1ccccc1,6%,0.1%,3%,1,0%,-11,648,7%,-4.0%,1%
Cc1cc(N)c(-n2cc3c(=O)n(C)c(=O)n(C)c3c2)cc1C,-21%,-0.1%,-19%,1,2%,7,752,-36%,-1.1%,16%
C#C[C@]1(O)CC[C@H]2[C@@H]3CCc4cc(OC)ccc4[C@H]3CC[C@@]21C,-6%,4.3%,-3%,1.1,2%,10,698,-6%,-7.8%,-3%
Cc1cc(C)c(NC(=O)CS(=O)CC(=O)NC2CCCc3ccccc32)c(C)c1 (stereo not given),-4%,0.1%,14%,1.1,5%,4,744,-5%,-6.6%,9%
CC(=O)Nc1ccc(S(=O)(=O)N(C)CCOCc2ccccc2)cc1,10%,-0.1%,10%,1,-8%,-17,671,3%,-8.3%,10%
Cc1oc(CC(C)C)cc1C(N)=O,x,-0.4%,14%,1.1,1%,4,679,x,-5.7%,1%
O=C(NCCN1CCCC1)c1cccc(Cl)c1,3%,-0.1%,9%,1.2,2%,-4,668,0%,-1.5%,18%
CCOC(=O)c1cnc(N2CCOCC2)[nH]c1=O,7%,0.0%,1%,1.1,1%,x,x,7%,0.5%,3%
O=C1CC(Nc2ccccc2)C(=O)N1Cc1ccccc1 (stereo not given),-2%,5.3%,0%,1.1,2%,11,764,-4%,-22%,1%
CN1CC(=O)N(CC(=O)Nc2ccc3c(c2)CCC3)C1=O,-1%,0.3%,0%,1.1,6%,2,744,-2%,-3.6%,-1%
O=C(CSCc1ccccc1Br)N/N=C/c1ccc(OCC(=O)N2CCCCC2)cc1,15%,0.8%,9%,1.1,0%,20,716,9%,24%,3%
CCCC(=O)Nc1ccc(C(=O)N/N=C/c2ccc([N+](=O)[O-])o2)cc1,-5%,-22%,-3%,0.9,12%,27,663,31%,-2.0%,7%
COC(=O)c1ccccc1NC(=O)C1CC(=O)N(C2CCCCC2)C1 (stereo not given),3%,3.2%,11%,1,3%,x,x,7%,-3.9%,-4%
O=C1CC(c2ccncc2)c2cc3c(cc2N1)OCCO3 (stereo not given),1%,-0.1%,-5%,1,0%,0,787,-2%,-5.2%,-12%
Cc1c(Cl)c(-c2n[nH]c(=S)n2CC(C)C)nn1C,-17%,-0.3%,6%,0.7,-1%,6,732,-11%,-5.4%,3%
COc1cccc(/C=N/n2c(-c3n[nH]c4c3CCC4)n[nH]c2=S)c1OC,x,-0.3%,-6%,x,2%,0,723,x,x,5%
COc1cccc(-c2nc(Oc3cccc(C)c3C)c3ccccc3n2)c1O,-2%,-0.1%,9%,1.1,1%,-2,514,-4%,-7.1%,5%
Cc1cc(NC(=O)CN2CC(C)OC(C)C2)n(-c2nc3ccccc3s2)n1 (stereo not given),-1%,0.8%,-4%,1,0%,10,680,-6%,-3.0%,3%
